Gli-Sufu antag – blocks Gli-Sufu signaling in a luciferase reporter; inhibition, % at 5 µM; Sufu-KO-LIGHT fibroblasts, Gli luciferase reporter luminescence; AID 588413; actives 0.74% (n = 340,000);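 active = inhibition above about 55%, limit read from the data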;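 also: 0% = DMSO-treated cells and 100% = wells with medium but no cells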
Jurkat NFkB inh – lowers PMA/ionomycin-induced NF-kB signal in Jurkat cells | PMA/ionomycin-induced NF-kB luciferase reporter, luminescence | inhibition, % at 4 µM | actives 0.53% (n = 330,000)
Apaf1 inhib – human Apaf-1 inhibition. O14727. actives 0.71% (n = 330,000). inhibition, % at 20 µM. reconstituted apoptosome caspase-3 activity, DEVD-Rh110 fluorescence. AID 489030; active = inhibition of at least 40% at 20 µM;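 also: plate controls were DMSO wells for no effect and DEVD-CHO caspase inhibitor wells for full effect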
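Assay system – apoptosome proteins · Medium – Hepes buffer, pH 7.5 · Also added – cytochrome c with DEVD-Rh110 · Timing – 30 min compound preincubation, 50 min activation, room temperature · Detection – Rh110 fluorescence, excitation 480 nm, emission 540 nm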
SENP7 inh – inhibitors of human SENP7 protease; Q9BQF6; recombinant SENP7, Z-RLRGG-aminoluciferin luminescence, 40 min; inhibition, % at 5 µM; actives 1.5% (n = 330,000);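 active = inhibition above about 50% at the single test dose, limit read from the data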;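 also: plate controls were DMSO with enzyme for no effect and no enzyme buffer wells for full effect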
Target sequence (Q9BQF6 706-1050 limits assumed): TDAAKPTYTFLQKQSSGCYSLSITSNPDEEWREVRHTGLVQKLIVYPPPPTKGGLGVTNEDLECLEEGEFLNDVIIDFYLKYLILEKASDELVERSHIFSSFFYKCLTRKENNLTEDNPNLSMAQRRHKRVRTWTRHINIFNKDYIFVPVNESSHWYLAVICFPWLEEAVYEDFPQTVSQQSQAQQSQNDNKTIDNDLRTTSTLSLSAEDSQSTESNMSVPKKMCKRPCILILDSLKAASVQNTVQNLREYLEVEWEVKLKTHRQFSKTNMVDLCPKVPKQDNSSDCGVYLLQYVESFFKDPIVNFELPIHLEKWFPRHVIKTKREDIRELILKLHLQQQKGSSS
SENP8 block – SENP8 protease inhibition. Q96LD8. purified SENP8, Z-RLRGG-aminoluciferin cleavage, luminescence. inhibition, % at 10 µM. actives 1.2% (n = 330,000). AID 2540
Target sequence (Q96LD8 whole entry, looked up): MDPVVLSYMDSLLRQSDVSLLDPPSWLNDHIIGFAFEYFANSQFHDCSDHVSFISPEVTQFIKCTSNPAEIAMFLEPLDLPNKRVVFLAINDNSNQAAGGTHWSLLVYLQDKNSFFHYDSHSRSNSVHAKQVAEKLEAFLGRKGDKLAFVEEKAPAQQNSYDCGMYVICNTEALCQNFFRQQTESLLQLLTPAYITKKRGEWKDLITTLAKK
HKDC1 inh – inhibitors of human hexokinase HKDC1. Q2TB90. recombinant HKDC1, G6PDH/diaphorase resazurin coupled fluorescence. inhibition, % at 20 µM. actives 0.16% (n = 340,000);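 active = inhibition above about 35% when tested at 20 µM, limit read from the data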;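 also: plate controls were DMSO wells with enzyme for no effect and DMSO wells lacking enzyme for full effect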
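Assay system: in-house recombinant HK5 (HKDC1) enzyme. Input: HKDC1 at 5 µg/mL. Medium: Tris pH 8.0 buffer with MgCl2, Tween-20, BSA, BME. Dosing: single 20 µM dose. Schedule: 90 min reaction incubation at room temperature, dark. Signal: resazurin-to-resorufin fluorescence via G6PDH and diaphorase coupling, 525/613 nm. Controls: DMSO-enzyme wells negative, buffer-substituted wells positive.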
UBC13 inh – blocks human UBC13 polyubiquitin chain formation | actives 0.47% (n = 330,000) | inhibition, % at 20 µM | P61088 | TR-FRET | AID 485273; in the data active = inhibition above about 45%, passing the limit was not always enough
Target sequence (P61088 whole entry, looked up): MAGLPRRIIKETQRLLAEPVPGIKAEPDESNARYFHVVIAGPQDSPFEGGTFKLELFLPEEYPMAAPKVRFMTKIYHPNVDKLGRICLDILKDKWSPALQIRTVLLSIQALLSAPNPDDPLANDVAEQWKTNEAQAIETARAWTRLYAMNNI
697 NFkB inh – inhibitors of the PMA/ionomycin-induced NF-kB reporter in 697 B cells; 697 B-cell NF-kB luciferase reporter, 16 h; inhibition, % at 4 µM; actives 0.33% (n = 330,000); AID 435022; in the data active = inhibition above about 35%
Numbers without * were called inactive; · = no result given. Rule as the data show it, unless noted: active = inhibition above about 50%; inactive = the rest.

The line under a structure holds: Gli-Sufu antag	UBC13 inh	697 NFkB inh	SENP7 inh	Apaf1 inhib	HKDC1 inh	Jurkat NFkB inh	SENP8 block
> CC(=O)N1CCN(C(=O)CN2C(=O)NC(C)(c3ccc4ccccc4c3)C2=O)CC1 (configuration not stated)
→ -1	-8	10	1	12	-4	-2	-5
> CCCCC1CCCOC(C(=O)NCCNCCO)(C(F)(F)F)C1 (configuration not stated)
→ -2	4	7	-2	0	-1	5	-15
> CCOC(=O)c1ccccc1NC(=O)CSc1cccc[n+]1[O-]
→ 5	3	15	4	5	2	-9	0
> COc1ccc(-c2csc(N3CCOCC3)n2)cc1OC
→ -5	3	-39	7	-9	-3	-62	-9
> COc1ccc(OC)c(NC(=O)CSC2=NCCS2)c1
→ -5	8	20	-2	1	-3	2	-2
> O=C(NCC1CCCO1)C1CCN(S(=O)(=O)c2ccc(Br)cc2)CC1 (configuration not stated)
→ 9	1	6	-6	3	-9	-4	-4
> O=C(NCc1ccccc1)C1CCN(c2nc(-c3ccccc3)nc3c2CCC3)CC1
→ 29	10	-12	-4	21	-2	20	0
> O=C(/C=N/O)Nc1ccc(F)cc1
→ 17	9	15	9	1	-7	9	1
> CCOc1ccc(/C=N/Nc2nc(C)cs2)c(O)c1
→ ·	-11	-39	-10	11	6	-45	-1
> Nc1c(C(=O)N2CCOCC2)sc2nc3c(cc12)CCCC3
→ 5	1	1	-1	1	7	-15	8
> CC(C)C[C@H](NC(=O)CCCn1nnc2ccccc2c1=O)C(=O)O
→ 1	-4	20	-6	-5	-7	5	3
> O=C(COC(=O)/C=C/c1ccc([N+](=O)[O-])cc1)NCc1cccs1
→ -6	-7	-1	-3	-11	-2	-4	6
> O=C(C1CC1)N1CCC(C(O)(c2ccccc2)c2ccccc2)CC1
→ 19	-19	-25	-1	2	-6	-17	-3
> O=c1c2ccc(Cl)cc2[nH]c(=S)n1CCCN1CCOCC1
→ -11	3	6	-3	-2	-6	-7	1
> COc1ccccc1N1CCN(C(=O)c2ccc(Cn3c(=S)[nH]c4cc5c(cc4c3=O)OCO5)cc2)CC1
→ -2	5	-3	-2	15	3	7	-2
> O=C(Cn1cnc2c(nnn2-c2ccc(F)cc2)c1=O)N1CCCC1
→ 3	-5	12	-14	7	0	-4	-15
> COc1cc(/C=N/Nc2ccc(F)cc2F)cc(OC)c1O
→ -5	-19	-28	-4	14	9	-13	-9
> O=C(CNCc1ccccc1)Nc1ccc(F)cc1
→ -5	-10	-3	1	8	-6	-17	2
> CCCCCCOC1(c2ccccc2)OC(=O)c2ccccc21 (configuration not stated)
→ 18	-9	-4	-9	11	-1	-6	-11
> O=S(=O)(Nc1ccc(S(=O)(=O)N2CCCCC2)cc1)c1cccs1
→ 3	6	17	0	4	-2	7	1
> CC(Nc1ncnc2nc[nH]c12)c1ccccc1 (configuration not stated)
→ 2	10	-2	-5	4	-6	3	-8
> O=C(CSc1ncccn1)Nc1cccc(S(=O)(=O)N2CCOCC2)c1
→ 5	12	-2	-4	-8	2	4	2
> CN(C1=C(NC(=O)c2ccccc2)C(=O)c2ccccc2C1=O)C1CCS(=O)(=O)C1 (configuration not stated)
→ ·	-78	-37	53*	88*	·	-12	60*
> CN(C)c1ccc(N=Nc2ccccc2C(=O)OCC(=O)N2CCCC2)cc1
→ -53	-301	-46	-8	15	4	-34	-14
> CC(C)CCNC(=O)c1cn(CC(C)C)c(=O)c2c1c1ccccc1n2C
→ -1	4	-8	-10	9	-3	-6	-9
> O=C1NCCN1CCNS(=O)(=O)c1ccccc1[N+](=O)[O-]
→ -14	-1	14	-4	4	3	-1	0
> O=C(NC(Cc1c[nH]c2ccccc12)C(=O)NCc1ccc(F)cc1)OCc1ccccc1 (configuration not stated)
→ 5	6	3	-2	27	2	10	-4
> O=C(c1ccccc1CCc1ccccc1)N1CCN(c2ccccn2)CC1
→ -4	-5	7	13	15	-4	9	3
> O=C(c1cccs1)N1CCCC(c2nc3c(nnn3Cc3ccccc3)c(=O)[nH]2)C1 (configuration not stated)
→ 2	-2	26	14	7	-1	-5	0
> COC(=O)c1ccc(C(=O)N2CCCC(N3CCN(c4ccccc4)CC3)C2)nc1 (configuration not stated)
→ 16	3	2	8	-4	1	6	-2

Marked active in SENP7 inh, among the entries above:
SMILES	UBC13 inh	697 NFkB inh	SENP7 inh	HKDC1 inh	Jurkat NFkB inh
CN(C1=C(NC(=O)c2ccccc2)C(=O)c2ccccc2C1=O)C1CCS(=O)(=O)C1 (configuration not stated)	-78	-37	53*	·	-12

Part of the list above, field by field:
CCOc1ccc(/C=N/Nc2nc(C)cs2)c(O)c1
  Gli-Sufu antag = ·
  UBC13 inh = -11
  697 NFkB inh = -39
  SENP7 inh = -10
  Apaf1 inhib = 11
  HKDC1 inh = 6
  Jurkat NFkB inh = -45
  SENP8 block = -1

Nc1c(C(=O)N2CCOCC2)sc2nc3c(cc12)CCCC3
  Gli-Sufu antag = 5
  UBC13 inh = 1
  697 NFkB inh = 1
  SENP7 inh = -1
  Apaf1 inhib = 1
  HKDC1 inh = 7
  Jurkat NFkB inh = -15
  SENP8 block = 8

CC(C)C[C@H](NC(=O)CCCn1nnc2ccccc2c1=O)C(=O)O
  Gli-Sufu antag = 1
  UBC13 inh = -4
  697 NFkB inh = 20
  SENP7 inh = -6
  Apaf1 inhib = -5
  HKDC1 inh = -7
  Jurkat NFkB inh = 5
  SENP8 block = 3

O=C(COC(=O)/C=C/c1ccc([N+](=O)[O-])cc1)NCc1cccs1
  Gli-Sufu antag = -6
  UBC13 inh = -7
  697 NFkB inh = -1
  SENP7 inh = -3
  Apaf1 inhib = -11
  HKDC1 inh = -2
  Jurkat NFkB inh = -4
  SENP8 block = 6

Next part:
The line under a structure holds: Gli-Sufu antag	UBC13 inh	697 NFkB inh	SENP7 inh	Apaf1 inhib	HKDC1 inh	Jurkat NFkB inh	SENP8 block
> CCCCNc1c(-c2cccc(-c3cc(C(C)=O)cs3)c2)nc2cc(C)ccn12
→ 50	31	-16	-2	20	-3	-11	5
> Cc1cc(C)cc(N(CC(=O)NCc2ccccc2Cl)S(=O)(=O)c2c(C)[nH]c(=O)[nH]c2=O)c1
→ 6	-11	-1	5	11	0	1	4
> CN1CCC(Oc2ccc(Sc3ccccc3)cc2)CC1
→ -29	27	-61	5	1	-3	-82	-8
> CS(=O)(=O)N(CCc1ccccc1)CC(=O)NCc1ccccn1
→ 3	-4	-7	-8	9	-4	-18	-7
> COc1ccc(OC)c(-c2csc(NC(=O)C3CSC4(C)CCC(=O)N34)n2)c1 (configuration not stated)
→ 1	-9	10	-9	23	0	-6	-15
> COC(=O)/C=C1/SC(=NC(=O)c2ccc(OC)cc2)NC1=O
→ -26	-13	-14	-7	24	-3	-13	-10
> S=C(NCc1ccccc1)N1CCN(C2CCCCC2)CC1
→ 10	1	24	9	-33	-7	12	8
> CCOc1ccc(C(=O)NCC(=O)OCC(=O)NC2CCCC2)cc1
→ -4	-5	2	-5	-16	12	4	4
> CCc1ccccc1NC(=O)CN(C)C(=O)Cn1cnc2ccc(Cl)cc2c1=O
→ 8	-9	-1	-12	5	-5	-2	-12
> Cc1nn(C)cc1CNC(=O)c1ccccc1Br
→ 1	3	18	1	-26	-7	-4	-3
> CCC(=O)Nc1nnc(S(=O)(=O)N(CC)c2ccc(OC)cc2)s1
→ 6	6	-12	2	-1	3	21	-5
> COc1ccc(NC(=O)CCCN2C(=O)CCC2=O)cc1Cl
→ 2	5	3	2	-15	2	2	2
> O=Cc1ccc(OCc2cn3ccccc3n2)cc1
→ -55	7	-37	5	-6	-7	-83	6
> Cc1ccccc1NN1C(=O)C=CC1=O
→ 0	4	12	1	-5	-5	0	8
> Cc1cc(C(=O)NCCc2ccc(Cl)cc2)no1
→ -5	21	2	6	-11	-6	0	-4
> CC(=O)N1CCCc2cc(S(=O)(=O)N(C)Cc3ccccc3)ccc21
→ 10	-2	11	-5	2	1	0	-5
> COC(=O)c1c(NS(=O)(=O)c2ccc(C)cc2)sc2c1CCC(C)C2 (configuration not stated)
→ 2	-1	7	1	11	3	5	-1
> CC(C)Oc1ccc(S(=O)(=O)N2CCOCC2)cc1NC(=O)C1=COCCO1
→ -8	3	2	-2	-6	-1	7	-1
> Cc1cc(C)nc(Sc2ncnc(N)c2[N+](=O)[O-])n1
→ 2	3	-13	4	-3	0	9	8
> O=C1Cc2ccccc2C(c2c(Cl)cccc2Cl)N1 (configuration not stated)
→ -9	8	4	-1	-4	-2	-5	-1
> CCN(CC)c1ccc(/C=N/N2CCN(Cc3cccc4ccccc34)CC2)c(O)c1
→ 4	-21	-2	-14	8	-4	-10	-5
> COc1ccc(/C=C(/NC(=O)c2ccccc2)C(=O)NCCCn2ccnc2)cc1OC
→ 0	-8	10	5	-6	-4	5	6
> Cc1ccccc1CNc1ccc(C(CC(N)=O)NC(=O)c2ccccc2)cc1[N+](=O)[O-] (configuration not stated)
→ 33	-44	-19	-4	26	-4	19	-15
> COc1ccc(-n2c(SCC(=O)NC3CCCCC3)nc3ccsc3c2=O)cc1
→ 16	4	26	-1	6	-2	1	8
> COc1ccc(/C=C/CN2CCCC(CCC(=O)NCc3ccc(F)c(F)c3)C2)cc1 (configuration not stated)
→ 39	6	-32	-2	13	-11	-9	-4
> CCCCn1c2ccccc2c2cc(CC(N)=O)ccc21
→ 8	2	-21	-2	10	1	3	0
> CN(Cc1ccccc1)C(=O)COC(=O)COc1ccc(C#N)cc1
→ 4	8	11	1	-7	-4	5	-3
> CCc1ccc(OCC(=O)N(CC)CC)cc1
→ -2	-3	11	-2	0	-9	1	6

Ordered by value in Jurkat NFkB inh (highest first): 4 from the list above
smiles	UBC13 inh	697 NFkB inh	SENP7 inh	HKDC1 inh	Jurkat NFkB inh
COc1ccc(-n2c(SCC(=O)NC3CCCCC3)nc3ccsc3c2=O)cc1	4	26	-1	-2	1
O=C1Cc2ccccc2C(c2c(Cl)cccc2Cl)N1 (configuration not stated)	8	4	-1	-2	-5
CCCCNc1c(-c2cccc(-c3cc(C(C)=O)cs3)c2)nc2cc(C)ccn12	31	-16	-2	-3	-11
CS(=O)(=O)N(CCc1ccccc1)CC(=O)NCc1ccccn1	-4	-7	-8	-4	-18

Profiles, quoted from the list.
`COc1ccc(NC(=O)CCCN2C(=O)CCC2=O)cc1Cl` is entered as Gli-Sufu antag: 2; UBC13 inh: 5; 697 NFkB inh: 3; SENP7 inh: 2; Apaf1 inhib: -15; HKDC1 inh: 2; Jurkat NFkB inh: 2; SENP8 block: 2
`S=C(NCc1ccccc1)N1CCN(C2CCCCC2)CC1` is entered as Gli-Sufu antag: 10; UBC13 inh: 1; 697 NFkB inh: 24; SENP7 inh: 9; Apaf1 inhib: -33; HKDC1 inh: -7; Jurkat NFkB inh: 12; SENP8 block: 8

High-throughput results from PubChem.
